Screening results: PubChem, several laboratories
T cell HTS = modulators of CD8 T cell-vesicle binding, primary screen, mouse 2C CD8+ T cells, flow cytometry; 2C CD8+ T cell-vesicle binding; active compounds read low; calls only at 7 µM; hit rate 0.068% among 330,000; AID 2052, 2009;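 active means response, share of CD8 T cells binding vesicles, and their 90th percentile fluorescence all below set limits, cut at about 80% in these data, passing the limit was not always enough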
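Assay system – 2C mouse CD8+ T cells · Also added – QL9-loaded Drosophila micro-vesicles · Timing – Cell–vesicle co-incubation 1.5 h at 37 °C, staining 20 min on ice · Signal – flow cytometry of vesicle-bound cells · Measure – percent CD8+ FL2 mean versus row control · Controls – Peptide-free naked vesicles (low) and QL9 vesicles with 0.7% DMSO vehicle (high)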
NTR1 agonist = agonists of NTR1, primary screen, imaging, U2OS cells, beta-arrestin-GFP, high content (AID 493036) | hit rate 0.17% among 330,000 | Neurotensin receptor type 1 (Homo sapiens), P30989 | NTR1-U2OS beta-arrestin-GFP spot imaging, agonist mode | activation, % at 20 µM;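 active means activation at or above 40% of the spot to cytoplasm intensity ratio, with at least 20 cells analyzed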;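 further: 0% = DMSO without peptide and 100% = 100 nM NTR1 peptide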
Target sequence (P30989 whole entry, looked up): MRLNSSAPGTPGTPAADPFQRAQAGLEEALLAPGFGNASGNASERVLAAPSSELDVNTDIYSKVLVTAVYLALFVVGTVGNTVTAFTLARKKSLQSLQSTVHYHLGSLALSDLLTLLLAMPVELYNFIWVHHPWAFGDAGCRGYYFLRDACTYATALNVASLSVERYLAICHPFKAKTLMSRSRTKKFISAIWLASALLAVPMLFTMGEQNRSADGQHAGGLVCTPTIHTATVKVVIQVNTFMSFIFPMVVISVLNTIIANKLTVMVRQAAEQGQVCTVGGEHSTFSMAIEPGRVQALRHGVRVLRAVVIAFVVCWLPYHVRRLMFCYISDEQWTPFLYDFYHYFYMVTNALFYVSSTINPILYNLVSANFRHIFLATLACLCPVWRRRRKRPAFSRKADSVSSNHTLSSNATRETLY
GPR55 activation = GPR55 agonists via beta-arrestin recruitment, primary screen, imaging, U2OS cells, beta-arrestin-GFP redistribution (AID 1961); G-protein coupled receptor 55 (Homo sapiens); U2OS GPR55 beta-arrestin-GFP redistribution imaging; higher % means a stronger effect; activation, % at 10 µM; hits with a dose series show EC50 in µM; hit rate 0.048% among 290,000;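 active means activation above 40% with more than 50 cells counted in the well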;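 further: U2OS osteosarcoma cells stably expressing GPR55 and beta-arrestin-GFP; plate controls were DMSO negative control for no effect and LPI positive control for full effect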
GPR35 antagonists = GPR35 antagonists blocking zaprinast-driven arrestin recruitment, primary screen, imaging, U2OS, beta-arrestin-GFP, zaprinast agonist (AID 2058); U2OS GPR35 beta-arrestin-GFP translocation imaging, zaprinast antagonism; higher % means a stronger effect; inhibition, % at 10 µM; hits with a dose series show IC50 in µM; hit rate 0.052% among 290,000; G-protein coupled receptor 35 (Homo sapiens);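 active means inhibition of at least 50% with at least 30 cells and total cytoplasm GFP at most 10,000,000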
Lipid droplet = inhibitors of hepatocyte lipid droplet formation, primary screen, imaging, high-throughput imaging, BODIPY stain; hit rate 0.4% among 240,000; AML12 mouse hepatocytes, oleate lipid droplets; inhibition, % at 6.5 µM;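 active means lipid droplet intensity inhibited by at least 50%, with more than 500 cells counted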
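Material – mouse AML12 hepatocyte cell line, fixed after treatment · Compound dosing – one dose, 6.5 µM compound · Times – compound with oleate, overnight · Measured by – Image-based BODIPY and DAPI two-channel analysis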
SV40 large T antigen = SV40 large T antigen inhibitors, biochemical (AID 1903) | SV40 large T antigen ATPase/helicase inhibition assay; higher % means a stronger effect | inhibition, % at 20 µM, or IC50 in µM where a hit was titrated | hit rate 0.39% among 310,000; in the data active means a potency from the dose series; further: strong numbers were not always called active
LYP inhibition = inhibitors of LYP phosphatase, biochemical, fluorescence intensity, uHTS (AID 1779); hit rate 0.054% among 290,000; Tyrosine-protein phosphatase non-receptor type 22 (Homo sapiens); inhibition, % at 11.5 µM; hits with a dose series show IC50 in µM; recombinant LYP phosphatase, fluorescence intensity; higher % means a stronger effect; in the data active means inhibition above about 50%;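 further: plate controls were vehicle with enzyme for no effect and no enzyme for full effect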
MgcRacGAP inhibition = MgcRacGAP GTPase-activating activity inhibitors, confirmation, biochemical, ADP Hunter fluorescence. Rac GTPase-activating protein 1 (Homo sapiens). MgcRacGAP-stimulated Rac1 GTP hydrolysis, ADP Hunter fluorescence; higher % means a stronger effect; GST-tagged Rac1 F28L mutant substrate. hit rate 0.6% among 340,000. inhibition, % at 30 µM, or IC50 in µM where a hit was titrated;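 active means first-screen hits whose inhibition reached a set limit at any dose in the follow-up dose series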;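 further: fluorescence reports GDP produced by GAP-driven GTP hydrolysis; strong numbers were not always called active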
GPR55 LPI antagonism = GPR55 antagonists blocking LPI-driven arrestin recruitment, primary screen, imaging, U2OS, beta-arrestin-GFP, LPI agonist (AID 2013) | G-protein coupled receptor 55 (Homo sapiens) | U2OS GPR55 beta-arrestin-GFP translocation imaging, LPI antagonism; higher % means a stronger effect | inhibition, % at 10 µM; hits with a dose series show IC50 in µM | hit rate 0.13% among 290,000;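 active means spots per cell inhibited over 60%, with over 100 cells counted and total cytoplasm intensity under 500,000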;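 further: U2OS cells stably carrying GPR55 and arrestin-GFP stimulated by 5 µM LPI near EC80; imaged beta-arrestin-GFP aggregate spots per cell after agonist stimulation; plate controls were LPI-stimulated DMSO wells for no effect and DMSO wells without LPI for full effect; some results filed as inactive read as strong as hits; confirmed hits need IC50 under 10 µM and bright autofluorescent wells are also inconclusive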
Lipid droplet cells 6.5 µM = also measured in Lipid droplet; calls as there; cell count; measured here: cell count, cytotoxicity flag;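 cells counted across two imaged fields per well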
T cell HTS vesicle-bound % = second read-out of T cell HTS, no call of its own (marks repeat the call); double positive events, %; measured here: CD8+ vesicle-bound cell fraction;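 binding gate set so that unloaded-vesicle control wells show 10% double positive cells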
NTR1 agonist cell count 20 µM = recorded beside NTR1 agonist, whose call it bears; cell count; measured here: cell count, cytotoxicity flag
Active calls of the source: *; i = inactive; / = not tested or not shown. Rows are unselected; 1.8% or so of the library scored in one or more.

SMILES,GPR55 LPI antagonism,MgcRacGAP inhibition,NTR1 agonist cell count 20 µM,GPR55 activation,T cell HTS vesicle-bound %,Lipid droplet cells 6.5 µM,T cell HTS,NTR1 agonist,GPR35 antagonists,SV40 large T antigen,LYP inhibition,Lipid droplet
CCc1c(-c2ccccc2)nc2nc(C)c(C)nn12,4%,17%,55,0.2%,23,/,i,0.2,3%,0%,-8%,/
FC(F)(F)c1cccc(Cn2c3[n+](c4ccc(C(F)(F)F)cc42)CCCCC3)c1,23%,8%,54,4.2%,57,697,i,-0.4,1%,7%,-6%,-17
CCC(C)C(NC(=O)C1CCC(C)CC1)C(=O)NC(CCSC)C(=O)OC (stereo not given),1%,1%,84,-0.1%,28,759,i,1.6,-11%,18%,-5%,4
N/C(=N\OS(=O)(=O)c1ccc(Cl)cc1)c1ccccn1,4%,7%,/,-0.5%,/,763,/,/,-10%,8%,-6%,-2
Cc1nnsc1C(=O)NNc1ccc(C(C)C)cc1,5%,13%,49,-0.2%,33,719,i,-1.0,-1%,9%,-7%,-5
CC1CCCCN1CCNS(=O)(=O)c1ccc2c(c1)oc(=O)n2C (stereo not given),9%,2%,67,-0.1%,31,740,i,0.1,6%,10%,-2%,-9
O=C(Nc1cnccn1)c1ccc(F)cc1Cl,-14%,6%,59,-0.4%,60,812,i,1.3,5%,26%,-9%,0
C#CC[N+]1(CC#Cc2ccccc2)CCOCC1,5%,-2%,75,-0.1%,60,762,i,-0.5,-5%,7%,-4%,-5
Cc1ccc(C(=O)NCCCNC(=O)c2ccccc2C)cn1,12%,5%,52,0.2%,12,668,i,1.9,7%,-5%,-10%,-7
COc1ccc(-c2nc(CS(=O)(=O)CC(=O)NCc3cccc(Br)c3)c(C)o2)cc1,10%,0%,63,-0.1%,24,685,i,3.4,-3%,5%,-5%,-3
CCOC(=O)c1c(C)nc2sc3c(=O)n(-c4ccc(C)cc4)cnc3c2c1-c1ccc(OC)cc1,1%,12%,49,0.3%,30,/,i,4.6,4%,3%,2%,/
Cc1ccc(N2C(=O)N(c3ccc(C)cc3)C3CS(=O)(=O)CC32)cc1 (stereo not given),-4%,4%,62,-0.1%,27,721,i,-1.4,0%,4%,-7%,-8
Cc1[nH]c(=O)[nH]c(=O)c1S(=O)(=O)N1CCCC(C(=O)NCCC2=CCCCC2)C1 (stereo not given),4%,4%,36,0.5%,45,670,i,-1.4,-4%,2%,-11%,3
CCC(=O)c1ccc(OCC(O)CN2CCc3ccccc3C2)cc1 (stereo not given),4%,4%,49,0.0%,66,731,i,1.3,4%,10%,-2%,-23
O=P(c1ccccc1)(c1ccccc1)C1CCCO1 (stereo not given),-17%,-9%,82,-0.3%,43,/,i,-0.7,14%,-1%,-10%,/
COc1cccc(-c2csc(N3CCN(C(=S)Nc4ccccc4)CC3)n2)c1,1%,4%,47,0.3%,37,/,i,3.7,-4%,2%,0%,/
COc1ccc(N(CC(=O)Nc2ccc(Cl)cc2)S(=O)(=O)c2c(C)n[nH]c2C)cc1,9%,1%,68,0.3%,30,762,i,1.2,4%,12%,-9%,7
Cc1c(/N=C/c2ccco2)n(Cc2ccccc2)c2ccccc12,21%,13%,84,-0.2%,42,/,i,3.9,5%,8%,4%,/
Cc1ccc(C)c(NC(=O)CSc2nnc(CCCCCNC(=O)OC(C)(C)C)o2)c1,3%,2%,100,-0.3%,37,624,i,-1.3,2%,0%,-1%,-11
O=C(Nc1ccccc1Cl)N1CCN(c2ccc3nnc(-c4ccccc4)n3n2)CC1,-2%,11%,66,-0.1%,52,/,i,6.6,10%,-6%,-2%,/
Cc1ccc(CN2C(=O)CCC2C(=O)N2CCN(c3ccc(F)cc3)CC2)cc1 (stereo not given),-22%,12%,70,0.6%,15,/,i,-1.0,4%,0%,-9%,/
CCN(c1ccccc1)S(=O)(=O)c1cc(C(=O)Nc2ccc(Br)cc2)ccc1F,2%,2%,69,-0.2%,30,741,i,4.7,10%,6%,6%,11
C=CCNC(=O)/C(C#N)=C\c1cc(Cl)c(O)c(OCC)c1,-2%,-3%,/,0.2%,20,679,i,/,-1%,13%,-8%,-28
CCCC(C)C(=O)Nc1cc([N+](=O)[O-])ccc1F (stereo not given),0%,6%,69,-0.3%,43,630,i,-1.7,-6%,4%,-8%,4
Cc1cc(/C=C2/NC(=O)NC2=O)c(C)n1C,-8%,7%,83,-0.4%,50,683,i,0.9,12%,29%,-5%,6
CC(=O)N(C)c1ccc(N=NC2C(=O)N(C(N)=S)N=C2C)cc1 (stereo not given),-1%,11%,52,-0.1%,63,/,i,0.6,-11%,14%,-3%,/
C/C(=N\NC(=O)c1ccc2c(c1)OCCO2)c1ccccc1,0%,9%,62,-0.1%,4,727,i,0.5,16%,11%,-3%,5
Cc1ccccc1OC(=O)CCC(=O)OCCCC(F)(F)C(F)(F)F,4%,-1%,65,-0.1%,14,786,i,-1.0,-20%,4%,1%,8
Cc1ccc(S(=O)(=O)N(C)C)cc1NC(=S)NC12CC3CC(CC(C3)C1)C2,20%,4%,/,-0.2%,/,629,/,/,5%,4%,-2%,11
CCOC(=O)c1c(/N=C/C2C(=O)CC(C)(C)CC2=O)sc2c1CCCC2,10%,10%,40,0.1%,51,680,i,1.0,-13%,-3%,3%,-6
CCOc1ccccc1-c1cc(-c2ccccc2)nc2c1c(=O)n(C)c(=O)n2C,-6%,5%,58,-0.1%,41,/,i,7.2,2%,2%,0%,/
O=C(OCc1ccc(Cl)c(Cl)c1)c1ccccn1,0%,5%,66,0.5%,13,722,i,-1.2,-12%,5%,-7%,6
COc1ccc(N(CC(=O)N2CCN(c3ccc(Cl)cc3)CC2)S(=O)(=O)c2c(C)noc2C)cc1,4%,9%,59,-0.1%,60,709,i,1.3,-6%,6%,1%,-4
COCCCNC(=O)C1CCN(C(=O)Nc2ccc(Cl)cc2)CC1,8%,9%,87,-0.2%,23,701,i,-1.5,4%,21%,-2%,6
C=CCN(CC=C)CC(=O)Nc1ccc(S(N)(=O)=O)cc1,0%,5%,48,0.0%,0,743,i,1.8,4%,4%,-4%,7
O=C(CCCl)N1CCCC2(CCCCC2)C1,7%,8%,54,-0.1%,27,678,i,1.5,-4%,14%,-7%,5
CC1=C(C(=O)N2CCCC(C(=O)c3cccc4ccccc34)C2)OCCO1 (stereo not given),5%,5%,48,0.2%,19,680,i,0.4,9%,4%,-6%,-19
Cc1cccc(CN2CCN(Cc3cccc(-n4cccn4)c3)CC2CCO)n1 (stereo not given),7%,/,38,-0.1%,60,721,i,-1.5,8%,23%,-5%,19
Cc1ccc(/C=N/n2cnnc2)s1,-4%,8%,69,-0.1%,33,/,i,0.8,7%,5%,-4%,/
COCCNC(=S)N(CCCN(C)C)Cc1cc2cc3c(cc2[nH]c1=O)OCCO3,-7%,16%,62,-0.2%,48,775,i,1.4,-9%,25%,-1%,-9
O=C(COc1ccc(S(=O)(=O)NC2CCCC2)cc1)N1CCCCC1,7%,6%,64,-0.1%,62,827,i,1.2,-6%,11%,-1%,26
FC(F)(F)c1ccc(C2NCCc3sccc32)cc1 (stereo not given),1%,4%,77,-0.1%,57,607,i,0.4,-4%,7%,-7%,-9
O=C1C=C(NCc2ccccc2)c2ccccc2C1=O,12%,-3%,/,0.6%,/,730,/,/,-5%,/,10%,0
Cc1nn(C)c(C)c1-c1c(C#N)c(N)nc2c1CCCCCC2,5%,7%,58,0.5%,29,/,i,0.5,-19%,4%,-10%,/
CC1=CC2=NC(=O)CC(C)(C(=O)N(CC(=O)NC3CCCC3)Cc3ccc(Cl)cc3)N2C=C1 (stereo not given),-4%,10%,65,-0.1%,16,807,i,0.8,-2%,8%,-7%,3
COc1cccc(C2N(c3ccccn3)C(=O)C3CCCN32)c1OC (stereo not given),37%,8%,78,0.0%,36,/,i,0.5,3%,-1%,0%,/
COC(=O)c1scc(S(=O)(=O)c2ccccc2)c1N,-6%,-3%,65,0.3%,44,/,i,-0.6,-7%,10%,-2%,/
O=C(C1CC1)N1CCC(C(O)(c2ccccc2)c2ccccc2)CC1,7%,6%,56,-0.2%,38,761,i,0.9,-7%,5%,-1%,14
COc1cccc(/C=N/N2CCN(c3ccncc3S(=O)(=O)N3CCCCC3)CC2)c1,11%,-2%,44,-0.2%,54,754,i,1.2,-15%,74%,-1%,3
Cc1ccsc1/C=N/NC(=O)CN1CCN(Cc2ccccc2)CC1,13%,10%,42,0.6%,27,699,i,0.4,10%,3%,0%,12
OC(COCc1ccccc1)CN1CCN(Cc2ccc3c(c2)OCO3)CC1 (stereo not given),16%,10%,89,0.1%,54,755,i,0.6,2%,10%,-10%,8

Profiles, quoted from the list. Order of screens: GPR55 LPI antagonism	MgcRacGAP inhibition	NTR1 agonist cell count 20 µM	GPR55 activation	T cell HTS vesicle-bound %	Lipid droplet cells 6.5 µM	T cell HTS	NTR1 agonist	GPR35 antagonists	SV40 large T antigen	LYP inhibition	Lipid droplet
Results for CC1=C(C(=O)N2CCCC(C(=O)c3cccc4ccccc34)C2)OCCO1 (stereo not given) = 5%	5%	48	0.2%	19	680	i	0.4	9%	4%	-6%	-19
Results for CCCC(C)C(=O)Nc1cc([N+](=O)[O-])ccc1F (stereo not given) = 0%	6%	69	-0.3%	43	630	i	-1.7	-6%	4%	-8%	4
Results for Cc1ccc(S(=O)(=O)N(C)C)cc1NC(=S)NC12CC3CC(CC(C3)C1)C2 = 20%	4%	/	-0.2%	/	629	/	/	5%	4%	-2%	11
